Assay outcomes (PubChem)
CCHFV vOTU inh: CCHFV vOTU protease inhibition. 0.55% of 370,000 active. inhibition, % at 11.5 µM. AID 651958. Pep-AMC fluorescence; also: 0% = vehicle wells with enzyme and 100% = no enzyme wells
BoNT A protease: BoNT A light chain protease inhibition; inhibition, % at 10 µM; multiplex microsphere protease substrate cleavage, flow cytometry; 0.17% of 360,000 active; AID 588499; in the data active = inhibition above about 30%; inconclusive = no clear call, values can overlap the other calls; also: plate controls were buffer without enzyme for full effect and enzyme alone for no effect
GDH-TPI inh: counter-screen for M. tuberculosis FBA inhibitors: GDH-TPI coupled enzymes; GDH-TPI coupled enzyme counterscreen, NADH absorbance; inhibition, % at 4.8 µM; 1.2% of 360,000 active; AID 588335;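 also: 0% = DMSO wells and 100% = wells lacking the enzyme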
PrPC TRFRET: cell surface PrPC inhibition, primary TR-FRET screen; TR-FRET read-out; 0.43% of 370,000 active; inhibition, % at 13.8 µM; in the data active = inhibition above about 24%; also: 0% = median of the test wells and 100% = reference compound wells
BoNT F protease: inhibitors of Botulinum neurotoxin F light chain protease; Multiplex microsphere protease cleavage assay, flow cytometry; inhibition, % at 10 µM; 0.22% of 360,000 active; AID 588497; in the data active = inhibition above about 35%, passing the limit was not always enough; inconclusive = no clear call, values can overlap the other calls; also: plate controls were buffer without enzyme for full effect and enzyme alone for no effect
FadD28 binding: M. tuberculosis FadD28 bisubstrate binding inhibition; 0.22% of 360,000 active; FadD28 bisubstrate probe binding, fluorescence polarization; inhibition, % at 12.5 µM; AID 588549; in the data active = inhibition above about 8.5%, passing the limit was not always enough; inconclusive = no clear call, values can overlap the other calls
UGM FP inh: blocks M. tuberculosis UGM enzyme; purified UGM, fluorescence polarization probe displacement; 0.06% of 320,000 active; inhibition, % at 10 µM; in the data active = inhibition above about 10%, passing the limit was not always enough; inconclusive = no clear call, values can overlap the other calls
Target sequence (P9WIQ1 whole entry, looked up): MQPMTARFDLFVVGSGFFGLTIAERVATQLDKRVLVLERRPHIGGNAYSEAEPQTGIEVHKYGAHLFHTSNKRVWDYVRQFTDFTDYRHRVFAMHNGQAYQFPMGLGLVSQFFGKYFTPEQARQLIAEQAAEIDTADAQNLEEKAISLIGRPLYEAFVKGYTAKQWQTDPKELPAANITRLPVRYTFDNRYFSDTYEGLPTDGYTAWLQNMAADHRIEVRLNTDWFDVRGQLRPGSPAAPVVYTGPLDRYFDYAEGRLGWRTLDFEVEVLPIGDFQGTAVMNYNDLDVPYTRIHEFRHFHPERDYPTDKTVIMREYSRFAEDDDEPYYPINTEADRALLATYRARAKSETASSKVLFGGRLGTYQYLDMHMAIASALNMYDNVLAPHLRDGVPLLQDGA
Mtb BioA inh: inhibitors of Mycobacterium tuberculosis BioA enzyme; purified M. tuberculosis BioA enzyme, plate reader; inhibition, % at 9.99 µM; 0.096% of 360,000 active; AID 602481; in the data active = inhibition above about 40%; inconclusive = no clear call, values can overlap the other calls
Mtb FBA inh: Mtb fructose-bisphosphate aldolase inhibition; inhibition, % at 1 µM; purified M. tuberculosis FBA, fluorescence read-out; P9WQA3; AID 588726; 2.3% of 360,000 active; in the data active = inhibition above about 27%;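 also: 0% = vehicle and 100% = reference inhibitor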
Target sequence (P9WQA3 whole entry, looked up): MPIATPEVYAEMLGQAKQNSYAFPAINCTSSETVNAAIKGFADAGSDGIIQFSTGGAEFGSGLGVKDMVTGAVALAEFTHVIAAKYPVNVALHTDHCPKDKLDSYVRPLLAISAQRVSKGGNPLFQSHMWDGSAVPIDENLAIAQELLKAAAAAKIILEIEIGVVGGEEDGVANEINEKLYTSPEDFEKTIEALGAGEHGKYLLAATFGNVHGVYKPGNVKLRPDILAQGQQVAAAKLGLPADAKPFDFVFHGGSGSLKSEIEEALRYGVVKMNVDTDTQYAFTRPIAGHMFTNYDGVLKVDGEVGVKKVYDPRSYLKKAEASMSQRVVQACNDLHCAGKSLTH
The depositor's hits bear a star; ? = inconclusive; / = no result given. Rule as the data show it, unless noted: active = inhibition above about 30%; inactive = the rest. The order is random; about 4.8% have a hit in one of these screens.

SMILES	CCHFV vOTU inh	BoNT A protease	GDH-TPI inh	PrPC TRFRET	BoNT F protease	FadD28 binding	UGM FP inh	Mtb BioA inh	Mtb FBA inh
O=C(CN1CCc2ccccc21)NCc1ccc2c(c1)OCO2	-3	-0.1	3	8	-5	0.8	-1.1	/	-2
O=C(OCC#CCSc1nc2ccccc2o1)c1ccco1	-8	?	-4	0	2	-1.6	0.0	-1.0	-4
C=CCn1c(SCC(=O)Nc2ccc(OC)cc2)nnc1-c1cnccn1	11	1.0	-2	4	2	-1.0	1.3	-1.0	0
COc1ccc(Cl)cc1-c1nc(SCC(=O)NC(C)(C)C)n[nH]1	1	-0.6	-8	7	-4	-6.7	0.3	/	29*
O=C(NCc1cccnc1)C1c2ccccc2C(=O)N1C1CCCCCCC1 (configuration not stated)	-17	-0.7	6	5	1	-0.5	-1.3	-0.9	0
CC(=O)Nc1ccc(Nc2cc(C)c3ccccc3n2)cc1	14	?	29	11	?	1.5	0.8	0.4	1
Cc1ccc(F)cc1NC(=O)CCNC(=O)c1ccc([N+](=O)[O-])cc1	3	-1.2	0	-27	-13	-0.4	-2.4	-1.6	37*
COc1ccc(CNC(=O)C[C@H]2C[C@H](C(=O)N3CCCCC3)[C@@]3(CCc4ccccc4)c4[nH]c5ccc(Cl)cc5c4CCN3C2=O)cc1OC	-4	-0.3	6	7	-8	-0.3	/	-0.3	3
CCN(CC(=O)Nc1ccccc1C(F)(F)F)C(=O)CCS(=O)(=O)c1ccc(C)cc1	0	3.1	2	-3	-1	-1.7	-2.1	/	0
CCCn1nc(C(=O)NC2CCCc3ccccc32)c2ccccc2c1=O (configuration not stated)	-11	-1.5	6	-1	-17	-1.3	/	-0.3	-3
Cc1ccc(S(=O)(=O)N2CCCCC2)cc1NC(=O)COC(=O)c1ccc2c(c1)OCO2	-1	0.1	4	12	4	0.1	0.1	-2.9	0
O=C(NCc1ccc(Cl)cc1)C1CCN(S(=O)(=O)c2cccnc2)CC1	7	-2.0	-4	6	-3	-4.8	0.6	-0.3	-2

Among those listed so far, 3 have a Cl atom:
SMILES	CCHFV vOTU inh	BoNT A protease	GDH-TPI inh	PrPC TRFRET	BoNT F protease	FadD28 binding	UGM FP inh	Mtb BioA inh	Mtb FBA inh
COc1ccc(Cl)cc1-c1nc(SCC(=O)NC(C)(C)C)n[nH]1	1	-0.6	-8	7	-4	-6.7	0.3	/	29*
COc1ccc(CNC(=O)C[C@H]2C[C@H](C(=O)N3CCCCC3)[C@@]3(CCc4ccccc4)c4[nH]c5ccc(Cl)cc5c4CCN3C2=O)cc1OC	-4	-0.3	6	7	-8	-0.3	/	-0.3	3
O=C(NCc1ccc(Cl)cc1)C1CCN(S(=O)(=O)c2cccnc2)CC1	7	-2.0	-4	6	-3	-4.8	0.6	-0.3	-2

Continuation:
SMILES	CCHFV vOTU inh	BoNT A protease	GDH-TPI inh	PrPC TRFRET	BoNT F protease	FadD28 binding	UGM FP inh	Mtb BioA inh	Mtb FBA inh
BrC(=C\c1ccccc1)/C=N/N1CCN(c2ccccn2)CC1	5	-0.2	21	3	-6	-1.1	-2.5	4.4	5
Cc1sc2ncn(CC(=O)N3CCN(c4ccccc4)CC3)c(=O)c2c1S(=O)(=O)N1CCOCC1	14	-2.1	2	-1	-8	0.2	-0.3	0.9	1
CCCCCCCN1CCN=C1N(C)C	10	-0.4	4	-2	5	-0.2	2.4	-2.4	1
O=C(COc1ccccc1[N+](=O)[O-])N/N=C/c1ccncc1	7	-0.4	4	3	-3	-0.9	1.0	-1.3	-2
CCc1ccc2c(c1)c1nc(C)sc1n2CC	8	/	0	8	/	-0.3	0.1	-0.9	1
CCc1ccc(N=CC23c4ccccc4C(c4ccccc42)C2C(=O)N(c4ccc(OC)cc4)C(=O)C23)cc1 (configuration not stated)	9	-0.8	9	11	-13	-2.1	-1.0	-1.3	0
O=C(NCC(=O)N1CCC2(CC1)NCCc1[nH]cnc12)c1cccc(Cl)c1	1	-0.4	4	-1	5	-2.2	-0.4	-0.1	-1
O=C1c2cc(O)c(O)cc2OC(c2ccc(O)c(O)c2)C1O (configuration not stated)	7	-0.2	32*	1	3	-2.9	/	/	-6
Cc1ccc(CC(=O)Nc2ccc(S(=O)(=O)Nc3nccc(C)n3)cc2)cc1	-8	-3.3	7	4	2	2.2	1.4	-7.8	-1
O=C(NCc1cccnc1)c1cc(S(=O)(=O)N2CCCCC2)ccc1Cl	-4	-0.4	0	7	-4	-3.6	0.5	1.9	0
CN(C)C(CNC(=O)c1cccc(C(F)(F)F)c1)c1ccco1 (configuration not stated)	-11	4.0	-4	6	-3	1.0	-4.2	0.4	2
CC1CN(C(=S)Nc2ccccc2)CC(C)O1 (configuration not stated)	3	1.2	10	10	?	0.3	0.4	-0.9	-2
O=C(NCCN1CCOCC1)c1ccc2c(c1)N(Cc1cccc(F)c1)C(=O)c1ccccc1S2	8	/	1	3	/	-2.8	-2.7	/	8
CCC(C)C(NC(=O)[C@@H](NC(=O)c1ccccc1F)C(C)C)C(=O)OC (some centres not stated)	6	1.1	0	1	-10	-4.4	3.7	-0.5	-3
O=C(CCS(=O)(=O)c1cccs1)Nc1ccc(C(=O)NC2CCCC2)cc1	-6	0.2	11	-6	4	1.7	0.2	-2.3	-1
Nn1c(SCC(=O)Nc2ccccc2F)nnc1-c1cccs1	-2	?	1	-6	?	-0.6	1.8	/	-2
CN(C)CCCOc1cccc(Cl)c1	-8	1.4	5	-4	15	-2.7	0.8	-0.8	1
CCN(CCCl)c1cc(CN(C)C)cc(NC(=O)c2ccc(C(=O)Nc3cc(CN(C)C)cc(N(CC)CCCl)c3)cc2)c1	-7	0.2	5	-4	-60	-0.7	/	/	-1
CC1=NN(C(=O)Cn2ccc([N+](=O)[O-])n2)C(O)(C(F)(F)F)C1 (configuration not stated)	3	-0.1	3	-2	-4	0.2	-0.2	/	0
CC(C)c1ccccc1-n1c(SCC(=O)N2CCN(c3ccccc3)CC2)nnc1-c1cccnc1	11	0.1	-4	-1	-8	1.3	1.1	-1.1	5
O=C(O)CCc1nn2c3ccccc3n(CCN3CCCCC3)c2nc1=O	-21	-3.5	11	2	-6	2.1	/	-0.7	26
COc1ccc(N2CCN(c3nc4cc(C)ccc4cc3C=O)CC2)cc1	-1	-0.5	-1	2	-2	/	-2.6	-1.0	-5
CCOc1ccc(NC(=O)C(C)Sc2nnc(C)n2C)cc1 (configuration not stated)	12	0.1	2	-8	-2	-3.2	0.7	-1.2	5
COc1c(Cl)ccc(Cl)c1C(=O)NC(=O)N1CCOCC1	-2	0.1	-6	-8	-4	-3.6	-1.4	-2.1	-4
O=C(NCC1CCCO1)c1csc(Nc2cccc3ccccc23)n1 (configuration not stated)	29	-0.5	-2	0	-7	-3.2	1.7	/	0
COc1ccccc1C(=O)NCCN1CCN(C(=O)c2ccccc2OC)CC1	-13	0.7	-8	-9	-3	-0.7	-5.2	-2.6	-4
N/C(Cc1cccc2ccccc12)=N\OC(=O)c1ccccc1F	18	-0.3	6	-13	4	-2.7	1.0	-0.8	-1
O=C(NC(=S)Nc1ccccc1N1CCCCC1)c1ccc(-c2cccc([N+](=O)[O-])c2)o1	-2	-0.2	-2	0	-5	-0.7	-0.6	-2.0	2
Cc1ccc(OC(=O)c2cccc(S(=O)(=O)N3CCCC3)c2)c(-n2nc3ccccc3n2)c1	-2	0.2	0	3	-6	-1.6	1.9	/	3
Cc1ccc(NC(=O)Nc2ccc(Cl)cc2)c(Br)c1	11	-1.1	12	13	-7	-0.4	-1.0	/	-2
CCN(CC(=O)Nc1cc(Cl)ccc1C)C(=O)c1ccc(N2CCCC2=O)cc1	/	-64	-2	/	-95	/	0.9	/	-1
CN(C)C(=O)CSc1nnc(-c2ccc(S(=O)(=O)N3CCCC3)cc2)n1C	5	0.1	4	3	-9	-1.7	0.9	-1.0	10
COc1ccc(/C(N)=N/OC(=O)CSc2ccc(C)cc2)cc1OC	-12	-0.3	4	-2	-8	-2.4	-3.2	/	-2
CC(=O)Nc1ccc(CN(C)CC2CCCN(CCc3cccc(C(F)(F)F)c3)C2)cc1 (configuration not stated)	-17	0.2	1	-3	-11	-2.3	1.5	1.0	-2
CCCNCc1cc(Br)ccc1OCC(=O)NCCc1ccccc1	-22	1.0	8	-12	13	-1.0	-0.3	/	2
COc1ccc(CNS(=O)(=O)c2ccc(OC)cc2)cc1	13	-1.2	4	5	-18	-3.3	-0.5	-0.9	3

The last three compounds of the section above open the next one.
SMILES	CCHFV vOTU inh	BoNT A protease	GDH-TPI inh	PrPC TRFRET	BoNT F protease	FadD28 binding	UGM FP inh	Mtb BioA inh	Mtb FBA inh
CC(=O)Nc1ccc(CN(C)CC2CCCN(CCc3cccc(C(F)(F)F)c3)C2)cc1 (configuration not stated)	-17	0.2	1	-3	-11	-2.3	1.5	1.0	-2
CCCNCc1cc(Br)ccc1OCC(=O)NCCc1ccccc1	-22	1.0	8	-12	13	-1.0	-0.3	/	2
COc1ccc(CNS(=O)(=O)c2ccc(OC)cc2)cc1	13	-1.2	4	5	-18	-3.3	-0.5	-0.9	3
O=C(CNC(=O)C1CCCCC1)Nc1cc(Cl)ccc1Cl	-3	0.2	7	5	2	-1.6	3.0	0.5	-1
CC(NC(=O)c1cncc(Br)c1)c1ccc(S(N)(=O)=O)cc1 (configuration not stated)	4	-0.8	10	5	-27	1.0	1.6	0.7	3
CSCc1c(C(=O)Nc2ccc3c(c2)OCO3)oc2ccccc12	-5	0.5	6	8	0	-0.5	-0.1	3.0	0
O=C1C2CCCN2C(c2ccc(F)cc2)N1c1cccc(Cl)c1 (configuration not stated)	-3	-1.1	6	-2	-8	-2.2	-3.2	0.6	5
Cc1noc(C)c1C(=O)N1CCN(Cc2ccccc2)CC1	16	-2.6	4	-1	-23	-3.4	0.9	-1.8	0
C=CCn1c(O)c(C(C)=NCCCN(C)C)c(=O)[nH]c1=O	-9	-2.2	3	-7	?	-3.5	1.5	/	2
COc1ccccc1N(Cc1ccccc1)S(=O)(=O)c1cccc(C(=O)Nc2ncccc2C)c1	7	1.4	5	4	8	-1.3	1.1	/	6
NC(=O)c1nsc(C(=O)N(Cc2cccnc2)C(C(=O)NCc2ccccc2)c2ccc(O)cc2)c1N (configuration not stated)	-20	-0.4	-5	-9	1	/	-4.9	0.7	0
CCOC(=O)c1c(C)[nH]c(C)c1C(=O)COC(=O)c1cccc(S(=O)(=O)N(CC)CC)c1	4	-0.5	-3	2	-4	-3.1	0.5	0.4	-6
Cc1ccc(CNn2cnnc2SCc2ccc(F)cc2)cc1	3	-0.2	-13	1	-1	0.3	-0.1	2.2	0
Cc1csc(NC(=O)CCC(=O)N(CC(=O)NC2CCCC2)Cc2ccccc2)n1	5	0.0	4	-11	3	-3.9	-3.1	-1.6	-3
CSc1ccc(NC(=O)NCc2ccccc2)cc1	-2	?	-3	9	?	-0.9	0.3	/	0
COc1ccc(-c2csc3ncnc(N4CCN(c5ccccc5O)CC4)c23)cc1	/	-1.5	-2	/	-13	2.6	0.5	-0.3	2
COc1ccc(NC(=O)Nc2ccccc2F)cc1Cl	-11	-0.7	-6	4	-2	-4.8	2.8	-0.4	-1
O=C(Oc1cncc(Cl)c1)c1sccc1Cl	-3	-0.5	9	8	-6	-0.2	3.4	-0.2	-3
O=C(NCCCN1CCCC1)C1CCC(=O)N1C1CCCCC1 (configuration not stated)	-23	0.5	12	-4	-4	0.2	1.6	-1.4	3
COc1ccc(C(=O)O)cc1S(=O)(=O)N(C)CCc1ccccn1	-12	-0.4	1	11	-3	0.4	7.2	-2.6	4
CN1CCN(C(=O)C2CCC(C)(C(=O)O)C2(C)C)CC1 (configuration not stated)	-3	-1.2	-2	1	7	0.4	-0.7	/	-1
COc1ccccc1C1CCN(Cc2ccccc2Cl)CC1	8	-2.3	-2	0	-10	-2.8	-2.5	0.8	2
O=C(Cn1cc2c(n1)CCCC2)Nc1ccccc1Br	-4	-0.8	10	-2	-10	-0.2	3.6	-0.4	2
Cc1ccc(-c2cc(C(=O)NCCN3CCOCC3)no2)cc1	7	0.4	-2	-5	-7	-1.7	-0.9	-0.1	0
O=c1[nH]c(=O)n(C2CC(O)C(CO)O2)cc1Br (configuration not stated)	-20	-0.2	3	-4	-3	-0.4	/	/	5
CC1COc2ccccc2N1C(=O)c1ccc(F)cc1 (configuration not stated)	4	-2.7	-1	0	-1	0.8	4.1	-1.4	-3
CCc1cccc(CC)c1NC(=O)CSc1nnc(CCC(=O)O)c(=O)[nH]1	0	-0.7	11	6	-3	-0.3	-1.8	-2.9	-1
